Screening data (PubChem BioAssay)
Nrf2 ARE act – qHTS of Nrf2 Activators | actives 0.31% (n = 410,000) | Potency, µM (series often up to 46.1 µM), for the others: at the top dose activation, most hits filed as activators | AREc32 ARE-luciferase reporter (MCF7-derived line), luminescence, 24 h; further: potency means the concentration at half of the fitted maximal effect; % of control where 0% means no effect; nearly all actives have a fitted effect of over 65% in size
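Nrf2 activation is followed as ARE-luciferase induction in the AREc32 line after one day of compound treatment; luminescence is read with Steady-Glo.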
CCT chaperon mod – High-Throughput Screening for Modulators of Cytosolic Chaperonin Activity; activity change, % (concentration not given with the values), hits read low; purified chaperonin ATPase assay, HTRF ADP detection, 30 min; actives 0.3% (n = 360,000); in the data active means activity change below about -30%; further: on the % scale 0 is the no-effect control and ±100 the full control effect
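ATPase activity: ADP formed was measured by HTRF Transcreener (665/615 nm ratio) after 30 min at 37 deg C with 10 uM ATP. Compounds screened at one 76 uM concentration against 40 or 20 nM TRiC in Tris pH 7.4/KCl/MgCl2/DTT buffer.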
MmCpn inh – Inhibitors of TCP-1 ring complex (TRiC) of Methanococcus maripaludis (MmCpn): qHTS. purified Mm-Cpn ATPase, ADP Transcreener TR-FRET. Potency, µM (series often up to 76.9 µM), inactives show top-dose activity, negative = inhibition, most hits filed as inhibitors. actives 0.031% (n = 330,000). AID 504842, 2011; further: potency means the concentration at half of the fitted maximal effect; on the % scale 0 is the no-effect control and ±100 the full control effect; nearly all actives have a fitted effect of over 80% in size
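Purified archaeal Mm-CPN (25nM final) preincubated 10 min at 37degC with compound, then 10uM ATP for 30 min at 37degC; ADP measured by HTRF Transcreener TR-FRET; buffer 30 mM TRIS pH 7.4, 100mM KCl, 5mM MgCl2, 1mM DTT.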
EPAC2 antag – qHTS for Antagonist of cAMP-regulated guanine nucleotide exchange factor 2 (EPAC2): primary screen. EPAC2 GEF exchange of Rap1B-BODIPY-GDP, fluorescence. Rap guanine nucleotide exchange factor 4 (Homo sapiens), Q8WZA2. actives 0.18% (n = 360,000). AID 720708, 2013. Potency, µM (highest dose often 114 µM), for inactives: at the highest dose activity, negative = inhibition, hits mostly inhibitors; further: potency means the concentration at half of the fitted maximal effect; on the % scale 0 is the no-effect control and ±100 the full control effect; nearly all actives have a fitted effect of over 45% in size; many of its hits are not listed in these tables
Target sequence (Q8WZA2 whole entry, looked up): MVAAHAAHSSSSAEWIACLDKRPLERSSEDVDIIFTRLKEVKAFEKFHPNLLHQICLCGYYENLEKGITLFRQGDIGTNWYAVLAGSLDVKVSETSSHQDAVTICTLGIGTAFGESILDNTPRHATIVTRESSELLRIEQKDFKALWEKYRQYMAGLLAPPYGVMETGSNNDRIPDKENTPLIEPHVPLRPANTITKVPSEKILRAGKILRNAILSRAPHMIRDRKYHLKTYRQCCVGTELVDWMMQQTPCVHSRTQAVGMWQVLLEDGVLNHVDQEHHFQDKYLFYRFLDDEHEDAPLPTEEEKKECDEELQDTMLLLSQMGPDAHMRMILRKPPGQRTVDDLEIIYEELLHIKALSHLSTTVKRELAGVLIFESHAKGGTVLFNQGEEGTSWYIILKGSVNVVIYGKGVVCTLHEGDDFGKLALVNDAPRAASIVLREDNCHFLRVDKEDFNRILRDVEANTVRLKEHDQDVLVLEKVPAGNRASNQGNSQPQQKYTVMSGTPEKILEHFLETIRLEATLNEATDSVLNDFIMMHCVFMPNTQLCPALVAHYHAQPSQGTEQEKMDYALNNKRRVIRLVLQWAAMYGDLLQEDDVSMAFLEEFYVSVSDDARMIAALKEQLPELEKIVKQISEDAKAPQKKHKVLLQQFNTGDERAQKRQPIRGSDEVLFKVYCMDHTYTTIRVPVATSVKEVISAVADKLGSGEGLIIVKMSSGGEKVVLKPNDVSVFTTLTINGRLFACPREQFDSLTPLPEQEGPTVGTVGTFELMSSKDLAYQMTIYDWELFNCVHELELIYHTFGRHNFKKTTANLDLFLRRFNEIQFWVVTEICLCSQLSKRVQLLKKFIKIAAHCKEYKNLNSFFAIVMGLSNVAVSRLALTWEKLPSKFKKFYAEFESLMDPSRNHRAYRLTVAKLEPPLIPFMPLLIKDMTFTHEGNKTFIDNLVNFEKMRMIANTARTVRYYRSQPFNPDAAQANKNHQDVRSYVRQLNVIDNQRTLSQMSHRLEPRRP
Nrf2 block – Nrf2 qHTS screen for inhibitors; A549 ARE-Fluc reporter, luciferase luminescence, 18-24 h; actives 2.1% (n = 360,000); Potency, µM (doses to about 46 µM), for the others: at the top dose activity change, negative = inhibition, actives largely listed as inhibitors; further: potency means the concentration at half of the fitted maximal effect; on the % scale 0 is the no-effect control and ±100 the full control effect; nearly all actives have a fitted effect of over 60% in size
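Two sequential reads on A549 ARE_Fluc cells exposed to compound for 18-24 h: a CellTiter-Fluor fluorescence read for viability, then a luciferase luminescence read for Nrf2/ARE activity.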
EPAC2 ag – qHTS for Agonist of cAMP-regulated guanine nucleotide exchange factor 4 (EPAC2): primary screen. Potency, µM (doses to about 154 µM), for inactives: at the highest dose activation, most hits filed as activators. AID 720711, 2013. EPAC2 activation, biochemical qHTS; response scale: 100% = 6.5 mM cAMP response. actives 0.079% (n = 360,000); further: potency means the concentration at half of the fitted maximal effect; nearly all actives have a fitted effect of over 50% in size
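Fluorescence exchange assay: 100 nM EPAC2 with 250 nM RAP1B-BODIPY-GDP and 50 uM GDP; compounds tested as a concentration-titration series (qHTS). Loss of Rap1-bound BODIPY-GDP fluorescence read at 480/540 nm; data normalized to 6.5 mM cAMP.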
pAkt inh – HTS Assay for Inhibitors of Akt Phophorylation: Primary Screen; Neuro2A IGF-stimulated pAkt S473 HTRF, 20 min; hits give low values; activity change, % for hits at 50 µM; actives 0.32% (n = 360,000); in the data active means activity change below about -80%; inconclusive means mostly about -51% to -80%; further: on the % scale 0 is the no-effect control and ±100 the full control effect
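Single-point screen (50 µM final compound) in Neuro2A cells stimulated 20 min with 6 nM IGF at 37 deg C. After lysis, Ser473-phosphorylated Akt read by HTRF (ex 330 nm, em 615/665 nm) as the 665/615 ratio.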
A549 tox – Nrf2 qHTS screen for inhibitors: counterscreen for cytotoxicity; AID 504648, 2011; A549 ARE-Fluc cells, CellTiter-Fluor viability, 18-24 h; Potency, µM (doses to about 46 µM), for the others: at the highest dose activity change, negative = cytotoxicity, actives largely listed as inhibitors; actives 0.16% (n = 390,000); further: potency means the concentration at half of the fitted maximal effect; on the % scale 0 is the no-effect control and ±100 the full control effect
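A549 ARE-Fluc cells in 5% FBS OPTI-MEM, 5000 cells/well, rested 2 h then exposed to compounds in concentration-response for 18-24 h at 37 °C. Viability by CellTiter-Fluor fluorescence (Ex 405/Em 525) after 30 min; luciferase luminescence (BugLite, 15 min, RT) read afterwards.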
TGFb inhibitor – qHTS for Inhibitors of TGF-b. AID 588855, 2011. actives 1.2% (n = 410,000). Potency, µM (titrated, usually from 46.1 µM), for the others: top-dose activity, negative = inhibition, actives largely listed as inhibitors. HepG2 CAGA-GFP TGF-b/SMAD3 reporter, GFP fluorescence, 18 h; TGF-beta stimulated, 500 pg/mL final; further: potency means the concentration at half of the fitted maximal effect; on the % scale 0 is the no-effect control and ±100 the full control effect; nearly all actives have a fitted effect of over 65% in size
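Cell-based qHTS in HEPG2 carrying a CAGA-GFP Smad reporter; compounds added before 500 pg/mL final TGF-beta, 18 h incubation at 37 degrees C, GFP fluorescence quantified per cell by imaging cytometry.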
Numbers without * were called inactive; i = inactive; ? = inconclusive; . = not tested or not shown; [ ] = another dose, or the depositor's remark. Unless noted, the call rests on the fitted dose curve; in most records, active means well fitted curve in the direction sought with a large enough effect; inconclusive means small, poorly fitted or top-dose-only effect, or another doubt; inactive means no such curve, though single readings can be large; an effect the other way counts as inactive or inconclusive.

Sample of the layout:
Structure,Nrf2 ARE act,CCT chaperon mod,MmCpn inh,EPAC2 antag,Nrf2 block,EPAC2 ag,pAkt inh,A549 tox,TGFb inhibitor
CN1CC(C(=O)c2ccc(F)cc2)C(c2c(F)cccc2Cl)C1 (stereo unspecified),0.4%,1.7,0%,-16%,-21%,7%,i,2%,-29%
COc1ccc2c(c1)c(C(=O)CN1CCN(C)CC1)c(C)n2Cc1ccccc1,-0.6%,3.2,0%,-2%,.,-1%,i,9%,12%
Cc1ccc(C(=O)n2cc(CCN3CCS(=O)(=O)CC3)c3ccccc32)cc1,2.4%,-0.1,1%,-2%,-20%,17%,i,-12%,-30%
Cc1ccc2c(c1)C1CN(C)CCC1N2C(=O)c1ccco1 (stereo unspecified),0.2%,-0.3,3%,12%,3%,6%,i,16%,0%

All compounds of this part (from the top)
Structure,Nrf2 ARE act,CCT chaperon mod,MmCpn inh,EPAC2 antag,Nrf2 block,EPAC2 ag,pAkt inh,A549 tox,TGFb inhibitor
CN1CC(C(=O)c2ccc(F)cc2)C(c2c(F)cccc2Cl)C1 (stereo unspecified),0.4%,1.7,0%,-16%,-21%,7%,i,2%,-29%
COc1ccc2c(c1)c(C(=O)CN1CCN(C)CC1)c(C)n2Cc1ccccc1,-0.6%,3.2,0%,-2%,.,-1%,i,9%,12%
Cc1ccc(C(=O)n2cc(CCN3CCS(=O)(=O)CC3)c3ccccc32)cc1,2.4%,-0.1,1%,-2%,-20%,17%,i,-12%,-30%
Cc1ccc2c(c1)C1CN(C)CCC1N2C(=O)c1ccco1 (stereo unspecified),0.2%,-0.3,3%,12%,3%,6%,i,16%,0%
O=C(NC(=S)N1C[C@H]2C[C@H](C1)c1cccc(=O)n1C2)c1ccc(Cl)cc1Cl,0.0%,-0.6,0%,-1%,-15%,5%,i,1%,17%
COc1cccc2c1C(=O)c1c(O)c3c(c(O)c1C2=O)CC(O)(C(C)=NO)CC3OC1CC(N)C(O)C(C)O1 (stereo unspecified),-0.7%,-0.9,.,37%[activator],-13%,11%,i,?,6.3µM*
CCCC(C)C1(CC)C(=O)NC(=Nc2ccc(OC)cc2)NC1=O (stereo unspecified),0.1%,-1.6,0%,2%,?,6%,i,2%,-5%
O=[N+]([O-])c1ccc(NCCCN2CCOCC2)nc1,-0.5%,0.7,2%,4%,10%,2%,i,-16%,10%
COC(=O)C1=CCCN(C)C1,3.1%,-0.4,-1%,-1%,?,-4%,i,0%,7%
CCCCn1c(O)c(C=NC2CCCCC2N)c(=O)[nH]c1=O (stereo unspecified),-0.2%,3.8,2%,5%,24%,-25%,i,5%,-3%
Cc1ccc(CC(=O)N2CCN(Cc3ccccc3)CC2)cc1,0.7%,-2.1,-2%,-1%[57.1 µM],8%,7%,i,-2%,9%
CN1CCN(c2oc(-c3ccc(COc4ccccc4)o3)nc2C#N)CC1,-1.4%,.,.,.,-11%,.,.,1%,43%

A different layout for some results above.
> COc1ccc2c(c1)c(C(=O)CN1CCN(C)CC1)c(C)n2Cc1ccccc1
  Nrf2 ARE act: -0.6%	CCT chaperon mod: 3.2	MmCpn inh: 0%	EPAC2 antag: -2%	Nrf2 block: .	EPAC2 ag: -1%	pAkt inh: i	A549 tox: 9%	TGFb inhibitor: 12%

> Cc1ccc(C(=O)n2cc(CCN3CCS(=O)(=O)CC3)c3ccccc32)cc1
  Nrf2 ARE act: 2.4%	CCT chaperon mod: -0.1	MmCpn inh: 1%	EPAC2 antag: -2%	Nrf2 block: -20%	EPAC2 ag: 17%	pAkt inh: i	A549 tox: -12%	TGFb inhibitor: -30%

(list continues)
Structure,Nrf2 ARE act,CCT chaperon mod,MmCpn inh,EPAC2 antag,Nrf2 block,EPAC2 ag,pAkt inh,A549 tox,TGFb inhibitor
CC(C)Oc1cccc(C(=O)C2CCCN(Cc3ccon3)C2)c1 (stereo unspecified),2.5%,-0.8,-3%,-5%,15%,-3%,i,3%,-8%
CCC(=NCc1cc(OC)cc(OC)c1)c1c(O)n(C2CCCCC2)c(=O)[nH]c1=O,-0.9%,-0.3,-3%,-10%,?,15%,i,-8%,?
CC1CC2(O)c3nonc3CCC2N1O (stereo unspecified),-0.3%,-1.1,-4%,5%,1%,0%,i,0%,-21%
COc1ccc(-n2c(=O)[nH]c3ccccc3c2=O)c(OC)c1,-0.3%,-0.5,5%,12%,1%,3%,i,-11%,0%
NCCc1c[nH]c2ccc(O)cc12,-0.2%,-1.1,-3%,1%,8%,2%,i,0%,5%
CN1CC[C@]23c4c5ccc(OC6OC(C(=O)O)[C@@H](O)C(O)[C@H]6O)c4OC2C(O)C=CC3[C@H]1C5 (stereo partly specified),-0.6%,-3.1,2%,5%,-3%,13%,i,0%,-2%
CC1CN=C(NCc2ccccc2)S1 (stereo unspecified),0.1%,-0.1,1%,11%,19%,0%,i,-6%,-13%
COc1ccc(CC2NCC(O)C2OC(C)=O)cc1 (stereo unspecified),-5.4%,1.3,.,0%,0.46µM*,2%,i,?,0.11µM*
CC(C)N1C(=O)CC2(CC[N+](C)(CCOC(=O)C(O)(c3ccccc3)c3ccccc3)CC2)C1=O (stereo unspecified),0.2%,2.0,1%,14%,22%,5%,i,10%,5%
C#CCN(C)C(C)Cc1ccccc1 (stereo unspecified),0.5%,-1.7,1%,3%,16%,4%,i,2%,3%
O=C(O)C(Cc1cnc[nH]1)NS(=O)(=O)c1ccc(Br)cc1 (stereo unspecified),-0.4%,0.2,1%,0%,7%,13%,i,6%,5%
Cc1cc(C)cc(NC(=O)c2cnc3sc(N4CCCC4)nn3c2=O)c1,0.5%,.,.,.,-18%,.,.,-1%,?
N#Cc1ccc(NC(=O)CN2C(=O)NC3(CCCCCCC3)C2=O)cc1Cl,4.3%,-5.4,0%,-4%,-9%,12%,i,-5%,?
CC(=O)N1CCN(Cc2ccc(Cl)nc2)CC1,-0.1%,-1.8,2%,14%,0%,-1%,i,-7%,21%
CCCCCC[N+](=O)[O-],0.5%,-1.3,0%,-9%,-25%,7%,i,1%,-2%
COc1ccc(CCn2c(O)c(C=NCCCN(C)C)c(=O)[nH]c2=O)cc1OC,-0.2%,-1.2,-1%,15%,12%,2%,i,.,4%
COC(=O)C1=C(c2ccccc2OCc2ccccc2)C[C@@H]2CC[C@H]1N2C(=O)NCc1ccc([N+](=O)[O-])cc1,0.4%,-3.6,2%,9%,?,8%,i,-18%,-29%
COc1ccc(CN2CCCC(C(=O)c3ccccc3SC)C2)cc1O (stereo unspecified),0.4%,-0.1,3%,1%,1%,3%,i,-2%,-21%
COc1cc2c(c(OC)c1O)-c1ccc(OC)c(=O)cc1C(NC(=O)C(F)(F)F)CC2 (stereo unspecified),0.3%,0.5,.,-1%,?,15%,i,-13%,?
Cc1ccc2c(c1)C1CN(C)CCC1N2C(=O)c1cccnc1Cl (stereo unspecified),0.6%,-0.5,0%,3%,0%,7%,i,0%,-2%
COCCN1Cc2cc(=O)n3c([nH]c4ccccc43)c2C1=N,4.7%,-1.3,-15%,-3%,11%,-2%,i,3%,-16%
COC(=O)C1=C(c2ccc(-c3ccccc3)c(F)c2)C[C@@H]2CC[C@H]1N2C(=O)NCc1ccc(F)cc1,-0.8%,-2.5,-1%,0%,?,16%,i,?,?
CN(C)CCN(CC1CCCN(Cc2ccccc2F)C1)C(=O)Cc1c(F)cccc1F (stereo unspecified),-0.4%,0.7,-3%,6%,5%,3%,i,-17%,0%
COc1ccc(C(=O)C2CN(C)CC2C(=O)c2ccc(OC)cc2)cc1 (stereo unspecified),15%,-0.5,-1%,-2%,.,10%,i,16%,0%
CCC(COC(=O)NC)NC(=O)Oc1ccccc1 (stereo unspecified),-0.9%,0.0,0%,2%,6%,12%,i,-1%,24%
O=C1C2CCN(CC2)C1Cc1ccc(OCCOc2ccccc2)cc1 (stereo unspecified),3.5%,0.3,-1%,14%,14%,12%,i,0%,-6%
Clc1cccc(/C=N\Nc2nccs2)c1,?,2.4,-2%,4%,?,-3%,i,-11%,-23%
CN1CC(Br)C(=O)NC1=O (stereo unspecified),-0.4%,-0.8,.,15%,?,1%,i,1%,14%
CC(C)(C)c1o[nH]c(=O)c1CC(N)C(=O)O (stereo unspecified),3.1%,-1.0,0%,-13%,2%,3%,i,6%,12%
CCCC[N+]1(C)C2CC(OC(=O)C(CO)c3ccccc3)CC1C1OC12 (stereo unspecified),-1.3%,1.0,2%,-9%,1%,-4%,i,-4%,23%
O=C(Nc1ccccc1)c1cccn(Cc2ccccc2)c1=O,2.6%,0.3,-1%,-1%,?,12%,i,1%,-12%
COc1ccc2cc1Oc1ccc(cc1)C[C@H]1c3cc(c(OC)cc3CCN1C)Oc1c(OC)c(OC)cc3c1[C@H](C2)N(C)CC3,5.7%,1.1,-1%,5%,.,7%,i,6.5µM*,?
O=C(Cc1ccc([N+](=O)[O-])cc1)N1CCN(Cc2ccc3c(c2)OCO3)CC1,1.0%,3.5,0%,2%,-10%,1%,i,2%,-20%

These rows are one share of the data (hit frequency here may not be typical).
